# LAP4 TOR yeast: modulators of LAP4-GFP expression in yeast, primary screen, S. cerevisiae, multiplex flow cytometry, MLPCN library | 3 h; median GFP as percent of DMSO wells | GFP response vs DMSO, % at 10 µM | hit rate 0.34% among 320,000;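 active means GFP response vs DMSO above a set limit, about the screen mean plus 3 SD, cut at about 150% in these data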
# RPL19A TOR yeast: RPL19A-GFP expression modulators in yeast, primary screen, cell-based, S. cerevisiae, multiplex flow cytometry, MLPCN. S. cerevisiae RPL19A-GFP strain, 3 h; hits give low values. percent response vs DMSO, % at 10 µM. hit rate 0.3% among 330,000. AID 2025, 2009;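 active means percent response vs DMSO below 50%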;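 further: median channel GFP fluorescence of the barcoded RPL19A-GFP strain; ratio of sample median GFP to plate DMSO average so 100% = DMSO; lower means less RPL19A-GFP as with rapamycin TOR inhibition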
# proCasp3 act: activators of human procaspase-3 D3A mutant, primary screen, biochemical, absorbance, PC-3 D3A mutant, single concentration; Caspase-3 (Homo sapiens), P42574; recombinant procaspase-3 D3A, Ac-DEVD-pNA absorbance 405 nm; activation, % at 8.5 µM; hit rate 0.11% among 330,000;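 active means activation above the mean of all tested compounds plus 3 SD, cut at about 21% in these data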;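 further: 0% = DMSO alone and 100% = DMSO wells spiked with extra 5 µM PC-3 D3A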
#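 Technique: 405 nm absorbance of p-nitroaniline, reads at 0 and 120 min; Test system: Procaspase-3 D3A mutant; Incubation: 1 h enzyme-compound preincubation, then 2 h substrate reaction, 25 °C; Repeats: singlicate, each compound tested once; Benchmarks: low control DMSO wells, high control DMSO plus 5 µM PC-3 D3A.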
# EBNA-1 inhibitor: EBNA-1 DNA-binding inhibitors, primary screen, biochemical, fluorescence polarization; inhibition, % at 14.8 µM; AID 1950, 2009; hit rate 0.34% among 300,000; in the data active means inhibition above about 28%
# AHR act: AHR activators, primary screen, cell-based, luminescence, luciferase reporter, human; Aryl hydrocarbon receptor (Homo sapiens), P35869; AHR-responsive luciferase reporter cells; activation, % at 5 µM; hit rate 2.5% among 320,000; AID 2796, 2010; in the data active means activation above about 47%;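 further: 0% = vehicle wells and 100% = reference agonist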
# MEP2-GFP yeast: modulators of MEP2-GFP levels in yeast, primary screen, S. cerevisiae, multiplex flow cytometry, MLPCN library; hit rate 0.51% among 330,000; S. cerevisiae MEP2-GFP strain, 3 h; 100% = DMSO control level; AID 2016, 2009; GFP response vs DMSO, % at 10 µM;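 active means GFP response versus DMSO above a set limit, roughly screen mean plus 3 SD, cut at about 180% in these data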;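 further: median GFP fluorescence of the barcode-gated MEP2-GFP cells per well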
# procasp7 counter: procaspase-7 activators, primary screen, counter-screen for procaspase-3 activator project, biochemical, absorbance, HTS, human; Caspase-7 (Homo sapiens), P55210; recombinant procaspase-7, Ac-DEVD-pNA absorbance 405 nm; D23A/D198A/D206A triple mutant, cannot self-cleave; scale: DMSO 0, 5 µM enzyme 100; activation, % at 8.5 µM; hit rate 0.093% among 330,000;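 active means percent activation above the screen-wide mean plus 3 SD, cut at about 25% in these data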
#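 signal = Epi-absorbance of released pNA at 405 nm, two timepoints | assay system = Uncleavable procaspase-7 mutant enzyme | reagent = Ac-DEVD-pNA substrate, 400 µM as added | times = 1 h enzyme–compound preincubation and 2 h substrate reaction, both 25 °C | benchmarks = low DMSO alone, high DMSO plus 5 µM PC-7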
# ZTA counter: counter-screen for EBNA-1 inhibitors: inhibitors of Epstein-Barr virus ZTA. ZTA-DNA binding, fluorescence polarization. inhibition, % at 11 µM. hit rate 0.15% among 320,000. P03206; in the data active means inhibition above about 33%
# * hit, by the source's call; . = no result given; [ ] = dose if it differs, or a comment.
SMILES,LAP4 TOR yeast,RPL19A TOR yeast,proCasp3 act,EBNA-1 inhibitor,AHR act,MEP2-GFP yeast,procasp7 counter,ZTA counter
CCN1/C(=C2/SC(=S)N(NC(C)=O)C2=O)Sc2ccc(Cl)cc21,98,100,-16,-9,11,106,-11,-15
Cc1cccnc1NC(=O)c1ccc(S(=O)(=O)N2CCCCCC2)cc1,111,101,6,-11,-1,98,4,-14
Cc1ccc(NC(=O)COC(=O)c2ccc(=O)n(Cc3ccccc3)n2)cc1F,113,102,1,6,3,100,1,-5
CCC(C)C(=O)Nc1nc(C)c(-c2csc(Nc3cc(OC)ccc3OC)n2)s1 (stereo unspecified),123,92,4,6,83*,92,-5,14
COc1ccc(/C=C2/N=C3CCCCCN3C2=O)cc1,108,90,-6,-12,1,94,-11,5
COc1ccccc1C1C(C(=O)NCc2ccccc2)=C(C)Nc2ncnn21 (stereo unspecified),96,99,4,14,1,98,8,-6
Brc1ccccc1-c1csnn1,86,105,-12,0,2,104,7,7
O=C1NCCCCC1NS(=O)(=O)c1ccc(F)c(F)c1 (stereo unspecified),103,96,1,2,-2,97,9,16
CCN(C(=O)c1cnc(NC(C)C)cc1C(F)(F)F)c1ccc(Cl)cc1,96,105,-10,12,-3,107,-1,-7
CCCC(=O)N(c1ccc(F)cc1)C1C=CS(=O)(=O)C1 (stereo unspecified),103,99,-1,2,1,100,7,12
COc1cc(/C=N/NC(=O)c2nnn(-c3nonc3N)c2C(C)C)ccc1OCc1ccc(F)cc1,100,101,1,-19,1,110,5,10
CCc1nc2ccc(C(=O)N3CCN(c4cccc(OC)c4)CC3)cc2nc1CC,92,97,5,-7,4,94,3,6
CCC(C)(C)NC(=O)c1ccc2c(c1)N(CC(=O)OC)C(=O)C(C)(C)O2,98,102,-2,4,2,101,-1,-7
O=C(COC(=O)c1ccc(NS(=O)(=O)c2cccs2)cc1)NCC1CCCO1 (stereo unspecified),87,84,-2,8,1,84,-1,3
O=C(Nc1cccc(Cl)c1)OC1CCCCc2cccnc21 (stereo unspecified),103,90,9,-7,-1,92,7,1
Cc1c(C(=O)N2CCN(S(=O)(=O)c3cc(F)ccc3F)CC2)oc2ccccc12,106,101,6,.,10,99,-11,-23
Cc1ccc(S(=O)(=O)N2CCC(NC(=O)OC(C)C)CC2)cc1,102,99,0,4,-3,99,3,-6
COc1ccc(NS(=O)(=O)c2ccc(Oc3c(C#N)cccc3C#N)cc2)cc1,108,98,12,0,-2,94,3,-2
CN(C(=O)COC(=O)CNC(=O)C12CC3CC(CC(C3)C1)C2)c1ccccc1,98[may fluoresce green],103[may fluoresce green],2,10,0,105[may fluoresce green],-1,8
C/C=C/c1ccc(OCCCCN2CCN(CC)CC2)c(OC)c1,85,96,-8,4,1,91,10,-4
O=C(NCc1cccnc1)c1cc(Sc2ccc(F)cc2F)nc2ccccc12,96,109,11,4,13,100,1,20
Cc1ccc(C(=O)COC(=O)CNS(=O)(=O)c2ccc(C)cc2)cc1,109,105,-10,9,-2,105,13,-1
Cn1cnnc1SCC(=O)Nc1ncc([N+](=O)[O-])s1,98,94,-6,.,3,101,-14,.
COc1ccc(C/C(C)=N/NC(=O)c2ccncc2)cc1,92,103,2,-4,24,100,-7,21
CCCC(=O)Nc1sc(-c2ccccc2)c(-c2ccccc2)c1C(=O)O,104,101,2,5,0,102,2,14
CC(C)(C)C(=O)Nc1cccc(S(=O)(=O)NC2=NCCC2)c1,99,93,0,3,0,97,-10,-2
N#Cc1c(-c2ccccc2)c(-c2ccccc2)nn(CC(=O)NNC(=O)Nc2ccccc2)c1=O,101,92,-2,-20,1,103,5,-11
CC(C(=O)Nc1cc(C(F)(F)F)ccc1N1CCOCC1)N1C(=O)C2CCCCC2C1=O (stereo unspecified),106,103,4,.,2,109,0,-21
O=C(CSc1nc(-c2ccccc2)nc2c1Cc1ccccc1O2)Nc1ccccc1,104,100,-2,2,3,100,-10,10
CC(=O)N1CCN(c2ccc(NC(=O)c3ccccc3C)cc2)CC1,111,102,2,2,0,100,-5,8
CN(Cc1ccccc1)C(=O)CN(c1ccc(F)cc1)S(=O)(=O)c1ccc2c(c1)OCCO2,105,102,7,-11,2,99,-7,-16
O=C(NC1CCCC1)c1ncn[nH]1,86,101,2,4,0,97,8,6
CCOP(=O)(OCC)/C(=C/N1CCCCC1)NC(=O)c1ccccc1,103,101,4,12,64*,98,0,12
O=C(O)CN1C(=O)/C(=C\c2cc(Br)ccc2OCc2ccc(F)cc2)SC1=S,97,107,-20,1,2,110,-26,18
CCOC(=O)CC(NC(=O)Cn1nnc(-c2ccccc2F)n1)c1ccccc1Cl (stereo unspecified),108,96,-4,10,1,103,8,5
Cc1ccc(NS(=O)(=O)c2cc(OCC(N)=O)c(C)cc2Cl)cc1C,93,99,3,1,11,99,2,-3
O=C(Cn1cc(C(F)(F)F)ccc1=O)N/N=C/c1cccc(Cl)c1Cl,96,106,-4,-4,2,106,17,-3
COC(=O)c1cc(-c2ccc(Cl)cc2)n[nH]1,94,96,3,2,5,98,2,-6
C=CCn1c(CNc2ccc(C)cc2)nnc1SCC(=O)N/N=C/c1ccc(O)cc1O,88,98,-1,8,5,98,6,11
Cc1ccc(NC(=O)CCC(=O)NNC(=O)COc2ccccc2)cc1C,98,95,-2,-9,68*,91,-3,-2
Cc1ccc2cc(CCNS(=O)(=O)c3ccc(F)cc3)c(=O)[nH]c2c1C,103,100,4,-7,2,104,-5,-6
C=CCn1c(SCc2nc3sc(C(=O)O)c(C)c3c(=O)[nH]2)nnc1-c1ccc(F)cc1,92,100,1,-6,-6,108,-5,-16
Cc1cccn2cc(-c3ccc(S(=O)(=O)N4CCOCC4)cc3)nc12,100,99,-2,-2,3,113,13,-2
CCCCCC(=O)Nc1ccc(C(=O)COC(=O)CN2C(=O)NC3(CCCC3)C2=O)cc1,116,101,-16,2,6,100,4,15
COc1ccc(CC(NC(C)=O)C(=O)N2CCN(C(=O)N(C(C)C)C(C)C)CC2)cc1 (stereo unspecified),99,98,-9,3,-1,94,8,6
FC(F)C(F)(F)C1=CC(c2cccs2)=NCCN1,100,101,0,6,2,97,6,-5
CCOC(=O)CSc1ncnc2c(C(=O)OCC)c3n(c12)CCC3,90,102,4,-1,1,106,7,1
Cn1c(CCCOc2ccc(Cl)cc2Cl)n[nH]c1=S,106,100,-8,-9,-2,95,-19,-12
COC(=O)c1cc(NS(=O)(=O)c2ccc(N3CCC(C)CC3)c([N+](=O)[O-])c2)cc(C(=O)OC)c1,91,99,-6,10,-2,99,13,-12
Cc1cc2cc(CNC(=O)Nc3ccccc3)ccc2[nH]1,89,99,2,-2,0,99,1,8

# The list goes on:
SMILES,LAP4 TOR yeast,RPL19A TOR yeast,proCasp3 act,EBNA-1 inhibitor,AHR act,MEP2-GFP yeast,procasp7 counter,ZTA counter
Cc1ccc2nc(C(=O)N3CCc4c([nH]c5ccccc45)C3c3ccccn3)cn2c1 (stereo unspecified),95,101,-4,-5,3,100,10,7
CCCCn1c(N)c(N(CCOC)C(=O)CN(C)S(=O)(=O)c2ccc(F)cc2)c(=O)[nH]c1=O,81,82,4,5,0,79,4,0
COc1ccccc1N(CC(=O)NCCSc1ccccc1)S(=O)(=O)c1ccccc1,114,98,6,-9,1,117,0,-16
CC1=NN(c2ccccc2)C(=O)C1/C=C1/NC(=S)NC1=O (stereo unspecified),110,93,-8,-4,6,99,-13,2
Cc1ccc(C(=O)Oc2ccccc2N2C(=O)C3CCC(C)CC3C2=O)cc1 (stereo unspecified),92,97,-5,2,0,100,8,-9
CCC(=O)OCC(=O)N=c1sccn1Cc1ccc(C)cc1,102,105,-5,1,-5,101,12,10
CCOC(=O)/C=C1\Nc2ccccc2SC1=O,94,95,1,-8,3,95,11,27
COC(=O)c1cc(C(=O)OCC(=O)N(C)C2CCS(=O)(=O)C2)cc([N+](=O)[O-])c1 (stereo unspecified),107,101,2,4,1,115,2,-2
COC(=O)CC1C(C(=O)OC)ON2OC(C(=O)OC)C(C(=O)OC)C12 (stereo unspecified),97,104,0,-4,-6,108,3,1
CCc1cc2c(SCC(=O)N3CC(=O)Nc4ccccc43)ncnc2s1,91,100,2,3,16,97,-5,-4
CCOC(=O)c1cc(C(C)(C)C)oc1CNC(=O)c1c(C)oc2c1CCCC2,104,102,3,-5,1,106,2,-6

# Given with each value named: part of the list above.
COC(=O)c1cc(C(=O)OCC(=O)N(C)C2CCS(=O)(=O)C2)cc([N+](=O)[O-])c1 (stereo unspecified)
  LAP4 TOR yeast: 107	RPL19A TOR yeast: 101	proCasp3 act: 2	EBNA-1 inhibitor: 4	AHR act: 1	MEP2-GFP yeast: 115	procasp7 counter: 2	ZTA counter: -2

COC(=O)CC1C(C(=O)OC)ON2OC(C(=O)OC)C(C(=O)OC)C12 (stereo unspecified)
  LAP4 TOR yeast: 97	RPL19A TOR yeast: 104	proCasp3 act: 0	EBNA-1 inhibitor: -4	AHR act: -6	MEP2-GFP yeast: 108	procasp7 counter: 3	ZTA counter: 1

CCc1cc2c(SCC(=O)N3CC(=O)Nc4ccccc43)ncnc2s1
  LAP4 TOR yeast: 91	RPL19A TOR yeast: 100	proCasp3 act: 2	EBNA-1 inhibitor: 3	AHR act: 16	MEP2-GFP yeast: 97	procasp7 counter: -5	ZTA counter: -4

# Structures above that have an aryl methoxy group:
SMILES,LAP4 TOR yeast,RPL19A TOR yeast,proCasp3 act,EBNA-1 inhibitor,AHR act,MEP2-GFP yeast,procasp7 counter,ZTA counter
CCC(C)C(=O)Nc1nc(C)c(-c2csc(Nc3cc(OC)ccc3OC)n2)s1 (stereo unspecified),123,92,4,6,83*,92,-5,14
COc1ccc(/C=C2/N=C3CCCCCN3C2=O)cc1,108,90,-6,-12,1,94,-11,5
COc1ccccc1C1C(C(=O)NCc2ccccc2)=C(C)Nc2ncnn21 (stereo unspecified),96,99,4,14,1,98,8,-6
COc1cc(/C=N/NC(=O)c2nnn(-c3nonc3N)c2C(C)C)ccc1OCc1ccc(F)cc1,100,101,1,-19,1,110,5,10
CCc1nc2ccc(C(=O)N3CCN(c4cccc(OC)c4)CC3)cc2nc1CC,92,97,5,-7,4,94,3,6
COc1ccc(NS(=O)(=O)c2ccc(Oc3c(C#N)cccc3C#N)cc2)cc1,108,98,12,0,-2,94,3,-2
C/C=C/c1ccc(OCCCCN2CCN(CC)CC2)c(OC)c1,85,96,-8,4,1,91,10,-4
COc1ccc(C/C(C)=N/NC(=O)c2ccncc2)cc1,92,103,2,-4,24,100,-7,21
COc1ccc(CC(NC(C)=O)C(=O)N2CCN(C(=O)N(C(C)C)C(C)C)CC2)cc1 (stereo unspecified),99,98,-9,3,-1,94,8,6
COc1ccccc1N(CC(=O)NCCSc1ccccc1)S(=O)(=O)c1ccccc1,114,98,6,-9,1,117,0,-16

# Assay outcomes (PubChem)
